EPAC2 ag – qHTS for Agonist of cAMP-regulated guanine nucleotide exchange factor 4 (EPAC2): primary screen. EPAC2 activation, biochemical qHTS; response scale: 100% = 6.5 mM cAMP response. Potency, µM (highest dose often 154 µM), for inactives: at the highest dose activation, most hits filed as activators. actives 0.079% (n = 360,000). AID 720711, 2013; also: potency is read from the fitted curve at half-maximal effect; nearly all actives have a fitted effect of over 50% in size
Target sequence (Q8WZA2 whole entry, looked up): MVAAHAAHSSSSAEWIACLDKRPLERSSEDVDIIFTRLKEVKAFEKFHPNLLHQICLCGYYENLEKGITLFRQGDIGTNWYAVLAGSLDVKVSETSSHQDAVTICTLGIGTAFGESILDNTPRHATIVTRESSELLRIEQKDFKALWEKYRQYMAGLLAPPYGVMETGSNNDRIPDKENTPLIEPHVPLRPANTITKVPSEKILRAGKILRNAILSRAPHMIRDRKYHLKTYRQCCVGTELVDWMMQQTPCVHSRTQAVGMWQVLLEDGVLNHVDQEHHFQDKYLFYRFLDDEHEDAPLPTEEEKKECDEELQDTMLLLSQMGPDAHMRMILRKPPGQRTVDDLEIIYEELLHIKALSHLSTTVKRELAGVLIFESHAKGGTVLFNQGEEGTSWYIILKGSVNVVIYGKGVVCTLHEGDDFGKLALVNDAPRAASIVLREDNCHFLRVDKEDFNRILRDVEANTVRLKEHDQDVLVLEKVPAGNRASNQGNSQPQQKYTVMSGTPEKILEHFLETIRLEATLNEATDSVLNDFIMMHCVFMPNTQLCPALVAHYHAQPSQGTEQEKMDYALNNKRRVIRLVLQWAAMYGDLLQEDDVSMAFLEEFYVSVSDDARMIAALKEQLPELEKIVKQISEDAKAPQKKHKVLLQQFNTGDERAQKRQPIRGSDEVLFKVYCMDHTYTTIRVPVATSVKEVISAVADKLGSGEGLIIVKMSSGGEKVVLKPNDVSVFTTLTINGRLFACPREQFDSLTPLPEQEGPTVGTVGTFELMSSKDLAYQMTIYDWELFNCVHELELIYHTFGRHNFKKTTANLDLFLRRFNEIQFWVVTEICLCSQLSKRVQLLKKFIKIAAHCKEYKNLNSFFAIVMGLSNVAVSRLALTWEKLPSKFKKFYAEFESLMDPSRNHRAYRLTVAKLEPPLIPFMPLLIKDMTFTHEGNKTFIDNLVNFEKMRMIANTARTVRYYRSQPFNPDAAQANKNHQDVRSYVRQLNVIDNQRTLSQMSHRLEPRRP
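qHTS, titration series. 100 nM EPAC2 / 250 nM Rap1B-BODIPY-GDP / 50 uM GDP; RT; ex 480/em 540 nm, 5-min reads to 30 min. Norm. to 6.5 mM cAMP = activation.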
EPAC2 antagonist – qHTS for Antagonist of cAMP-regulated guanine nucleotide exchange factor 2 (EPAC2): primary screen | Rap guanine nucleotide exchange factor 4 (Homo sapiens), Q8WZA2 | EPAC2 GEF exchange of Rap1B-BODIPY-GDP, fluorescence | Potency, µM (top dose mostly 114 µM), inactives show at the top dose activity, negative = inhibition, hits mostly inhibitors | actives 0.18% (n = 360,000); also: potency is read from the fitted curve at half-maximal effect; % is scaled to controls: 0 for no effect and ±100 for the full control effect; nearly all actives have a fitted effect of over 45% in size; many of its hits are not listed in these tables
DRD3 antagonist – qHTS of D3 Dopamine Receptor Antagonist: qHTS; max response, negative = inhibition, %; D3R cells, DiscoveRx beta-arrestin luminescence, antagonist mode; active compounds read low; AID 652054, 2013; actives 2.5% (n = 360,000); in the data active = max response below about -50%; inconclusive = no clear call, values can overlap the other calls; also: % is scaled to controls: 0 for no effect and ±100 for the full control effect; mostly tested at two doses, the higher about 12 µM
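Cells plated overnight at 1500 cells/well, then exposed to library compounds with dopamine controls for 90 minutes at 37 degrees C. DiscoveRx reagent added for 30–60 minutes at room temperature; luminescence read, quantitative HTS format.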
Akt phos inh – HTS Assay for Inhibitors of Akt Phophorylation: Primary Screen. Neuro2A IGF-stimulated pAkt S473 HTRF, 20 min; active compounds read low. activity change, % for hits at 50 µM. actives 0.32% (n = 360,000). AID 651550, 2012; in the data active = activity change below about -80%; inconclusive = mostly about -51% to -80%; also: % is scaled to controls: 0 for no effect and ±100 for the full control effect
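Single-point screen (50 µM final compound) in Neuro2A cells stimulated 20 min with 6 nM IGF at 37 deg C. After lysis, Ser473-phosphorylated Akt read by HTRF (ex 330 nm, em 615/665 nm) as the 665/615 ratio.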
MmCpn inh – Inhibitors of TCP-1 ring complex (TRiC) of Methanococcus maripaludis (MmCpn): qHTS; Chaperonin Mm-Cpn (Methanococcus maripaludis); purified Mm-Cpn ATPase, ADP Transcreener TR-FRET; Potency, µM (highest dose often 76.9 µM), for inactives: at the highest dose activity, negative = inhibition, most hits filed as inhibitors; actives 0.031% (n = 330,000); AID 504842, 2011; also: potency is read from the fitted curve at half-maximal effect; % is scaled to controls: 0 for no effect and ±100 for the full control effect; nearly all actives have a fitted effect of over 80% in size
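Measured: ADP formation by purified Mm-CPN. Conditions: 25 nM protein, 10 uM ATP, Tris pH 7.4 with Mg2+, K+ and DTT, 37°C for 30 min. Detection: Transcreener HTRF after 30 min at room temperature.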
PTHR1 ag – qHTS for PTHR1 Agonists: Primary Screen. Parathyroid hormone/parathyroid hormone-related peptide receptor (Homo sapiens), Q03431. HEK293 GP2 PTHR1 cells, GloSensor cAMP luminescence, 1 h. Potency, µM (top dose mostly 115 µM), inactives show at the highest dose activation, hits mostly activators. actives 0.075% (n = 410,000); also: potency is read from the fitted curve at half-maximal effect; nearly all actives have a fitted effect of over 55% in size; some results filed as inactive show a strong effect at the top dose; inactives centre near -15; many of its hits are not listed in these tables
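HEK-293-derived GP2 cells expressing PTHR1 and a GloSensor cAMP reporter, 3,000/well, plated overnight, given luciferin plus IBMX (each 0.5 mM as added) for 1 h at 37 °C, then compound for 1 h at 37 °C. Luminescence was read after 15 min at room temperature.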
CCT modulator – High-Throughput Screening for Modulators of Cytosolic Chaperonin Activity. actives 0.3% (n = 360,000). purified chaperonin ATPase assay, HTRF ADP detection, 30 min. activity change, % (test concentration not listed), hits read low; in the data active = activity change below about -30%; also: % is scaled to controls: 0 for no effect and ±100 for the full control effect
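TRiC at 40 or 20 nM final (batch-dependent) in 30 mM Tris pH 7.4, 100 mM KCl, 5 mM MgCl2, 1 mM DTT, with compound at single 76 uM and 10 uM ATP, 30 min at 37 deg C. ADP detected by HTRF Transcreener, 665/615 ratio.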
D3 ag – qHTS of D3 Dopamine Receptor Agonist: qHTS; D3R DiscoveRx beta-arrestin cells, luminescence, 90 min; max activation, %; actives 0.58% (n = 410,000); AID 652048, 2013; in the data active = max activation above about 30%; also: 0% is about no effect; mostly tested at two doses, the higher about 12 µM
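Agonist-mode cell screen: cells plated at 1500/well and incubated overnight at 37 °C, then exposed to library compounds for 90 min at 37 °C. Detection reagent was added for 30–60 min at room temperature, and luminescence was read.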
* hit, by the source's call; i = inactive; ? = inconclusive; · = no result given; [ ] = remark or other dose. Unless noted, calls follow the shape of the dose curve; as a rule, active = well fitted curve in the direction sought with a large enough effect; inconclusive = small, poorly fitted or top-dose-only effect, or another doubt; inactive = no such curve, though single readings can be large; an effect the other way counts as inactive or inconclusive.

No.	molecule	EPAC2 ag	EPAC2 antagonist	DRD3 antagonist	Akt phos inh	MmCpn inh	PTHR1 ag	CCT modulator	D3 ag
1	N/C(=N\OC(=O)Nc1cccc(C(F)(F)F)c1)c1ccno1	-1%	8%	-2	i	3%	-14%	-0.5	-2
2	CCn1nc2cc(C(=O)NCC34CC5CC(CC(C5)C3)C4)ccc2c1OC	4%	0%	1	i	-1%	i	0.2	10
3	CCc1ccc(C(=O)CC2(O)C(=O)N(CN3CCOCC3)c3ccccc32)cc1 (centres undefined)	-8%	-1%	1	i	1%	-11%	-0.3	4
4	C[C@H]1Oc2ccccc2C(=O)C1C(=O)c1ccccc1 (some centres undefined)	15%	?	-10	i	·	i	-0.1	-5
5	C=CCN(C(=O)c1csnn1)C(C(=O)NCc1ccc(F)cc1)c1ccccc1 (centres undefined)	8%	0%	8	i	1%	i	1.4	11
6	COc1ccccc1C(=O)N=C1NC(=O)CC2C(=O)NCCN12 (centres undefined)	0%	-6%	14	i	1%	-4%	0.9	4
7	CCOC(=O)COC(=O)c1ccc(Oc2cc(C)nc(SC)n2)cc1	13%	-7%	-11	i	-4%	-28%[57.5 µM]	-0.3	1
8	Cc1cccc2c1NC(=O)C2=O	2%	1%	-13	i	·	-18%	-2.5	-21
9	COc1ccc(Cl)cc1NC(=O)CN1CCN(S(=O)(=O)N2CCC(C)CC2)CC1	2%	-16%	-9	i	3%	-33%[inhibitor]	0.5	-3
10	CCOc1ccc(OCCC(=O)OCC(=O)Nc2ccc3c(c2)OCO3)cc1	11%	-7%	-20	i	-1%	-10%	-0.1	5
11	O=C(CSc1n[nH]c(=O)[nH]c1=O)N/N=C/C=C\c1ccccc1	3%	-6%	-12	i	-4%	13%	-0.5	-1
12	COc1cc(N)c(C(O)c2nccc3cc(OC)c(OC)cc23)cc1OC (centres undefined)	-1%	9%	14	i	-2%	i	1.8	-6
13	CCOc1ccc(N2CC(C(=O)NCc3cccc(C)c3)CC2=O)cc1 (centres undefined)	3%	-14%	-5	i	1%	-29%	-1.3	0
14	COc1ccc(-n2nnnc2SCC(=O)Nc2nnn(C)n2)cc1	2%	3%	-8	i	2%	i	-1.7	5
15	Clc1ccc(Cn2nnc(-c3ccc(CN4CCOCC4)cc3)n2)cc1	21%	-14%	-27	i	-1%	-28%	-2.8	-8
16	CCCOC(=O)C(C)n1c(-c2ccccc2)nc2ccccc2c1=O (centres undefined)	11%	2%	-12	i	0%	25%[57.5 µM]	-0.3	0
17	NC(=O)C1CCCN(C(=S)Nc2cccc3ccccc23)C1 (centres undefined)	-10%	15%	18	i	-3%	i	-0.3	16
18	C[C@]12CC[C@H](O)C[C@@H]1CC[C@@H]1[C@@H]2CC[C@@]2(C)[C@H]1CCC(=O)[C@]21CCCO1	-1%	-8%	13	i	0%	8%	0.4	4
19	COc1ccc(/C(C)=N/OCC(=O)N=Nc2c(O)[nH]c3ccccc23)cc1	2%	-2%	-24	i	?	-26%	-1.6	-12
20	Nc1nnc(CC(=O)NCc2ccccc2)s1	-3%	-3%	-19	i	3%	i	2.2	0
21	C=CCOc1ccc(/C(CC)=N/O)c(OC)c1	7%	2%	-16	i	1%	-5%[57.5 µM]	-0.3	-1
22	COC(=O)c1cc2c(-c3ccccc3)cc3ccccn3c-2c1C(=O)OC	11%	-4%	0	i	?	i	-1.2	3
23	CCOC(=O)N1CCC(C(N)=O)CC1	-10%	10%	14	i	4%	i	-0.6	-1
24	Cc1ccc(Cl)cc1NS(=O)(=O)N1CCOCC1	4%	7%	-23	i	1%	-4%	-0.8	-20
25	Cc1ccc(NC(=O)CCS(=O)(=O)c2cccc3nonc23)cc1	-10%	2%	-3	i	2%	-9%	0.9	5

By substructure: the entries above containing an NH in an aromatic ring (2)
No.	molecule	EPAC2 ag	EPAC2 antagonist	DRD3 antagonist	Akt phos inh	MmCpn inh	PTHR1 ag	CCT modulator	D3 ag
11	O=C(CSc1n[nH]c(=O)[nH]c1=O)N/N=C/C=C\c1ccccc1	3%	-6%	-12	i	-4%	13%	-0.5	-1
19	COc1ccc(/C(C)=N/OCC(=O)N=Nc2c(O)[nH]c3ccccc23)cc1	2%	-2%	-24	i	?	-26%	-1.6	-12

A draw from above in order of number of heavy atoms, lowest first.
No.	molecule	EPAC2 ag	EPAC2 antagonist	DRD3 antagonist	Akt phos inh	MmCpn inh	PTHR1 ag	CCT modulator	D3 ag
21	C=CCOc1ccc(/C(CC)=N/O)c(OC)c1	7%	2%	-16	i	1%	-5%[57.5 µM]	-0.3	-1
18	C[C@]12CC[C@H](O)C[C@@H]1CC[C@@H]1[C@@H]2CC[C@@]2(C)[C@H]1CCC(=O)[C@]21CCCO1	-1%	-8%	13	i	0%	8%	0.4	4
2	CCn1nc2cc(C(=O)NCC34CC5CC(CC(C5)C3)C4)ccc2c1OC	4%	0%	1	i	-1%	i	0.2	10
10	CCOc1ccc(OCCC(=O)OCC(=O)Nc2ccc3c(c2)OCO3)cc1	11%	-7%	-20	i	-1%	-10%	-0.1	5
9	COc1ccc(Cl)cc1NC(=O)CN1CCN(S(=O)(=O)N2CCC(C)CC2)CC1	2%	-16%	-9	i	3%	-33%[inhibitor]	0.5	-3

More records
The line under a structure holds: EPAC2 ag | EPAC2 antagonist | DRD3 antagonist | Akt phos inh | MmCpn inh | PTHR1 ag | CCT modulator | D3 ag
26. CN(CCO)c1ccc(-c2n[nH]c(=O)c3ccccc23)cc1[N+](=O)[O-]
→ 11% | -12% | -3 | i | 1% | -50% | 0.5 | -3
27. CCCCCCSc1ccc(-c2nc3ccc(C)cn3c2NC2CCCCC2)cc1
→ 3% | 4% | 44 | i | 1% | -9% | -0.6 | 6
28. N#Cc1ccc(C(c2nnnn2CCc2ccccc2)N2CCCCCC2)cc1 (centres undefined)
→ 19% | -7% | -9 | i | 0% | -8%[57.5 µM] | -1.0 | -11
29. CCCOc1ccc(C(=O)c2ccccc2C(=O)O)cc1OCCC
→ -4% | -5% | 12 | i | 0% | i | -1.7 | -6
30. COc1ccc(CCNC(=O)CN(c2ccc(C)cc2)S(=O)(=O)c2c(C)noc2C)cc1OC
→ -10% | -2% | 2 | i | 0% | i | 0.8 | 0
31. COc1cc(C)ccc1OCc1cc(C(=O)N2CCC(c3ccc(F)cc3)C2)no1 (centres undefined)
→ -2% | -2% | 7 | i | -13% | i | -0.6 | -1
32. CN=c1sc2ccccc2n1CC(O)COCc1ccco1 (centres undefined)
→ -19% | -6% | -4 | i | · | -4% | -2.5 | -4
33. Cc1c(C(=O)NN2CCOCC2)cccc1[N+](=O)[O-]
→ -1% | 6% | 21 | i | · | -6% | 1.3 | 7
34. CC(C)S(=O)(=O)c1nsc2nc(=O)c(/C=C3\C=Nc4ccccc43)c(N)n12
→ -2% | ? | 3 | i | -4% | -49%[inhibitor] | -0.4 | -1
35. COc1cccc(/C=N/NC(=O)c2ccncc2)c1OC(=O)c1ccc(Br)cc1
→ 17% | ? | 2 | i | 1% | i | 0.2 | 7
36. COc1ccc(/C=C/C(=O)NCC(=O)N/N=C(/CCC(=O)O)c2ccccc2)cc1
→ -5% | 6% | 0 | i | -3% | i | -0.3 | -5
37. CCOP(=O)(OCC)C(Nc1cccc(C(F)(F)F)c1)c1ccc(F)cc1 (centres undefined)
→ -11% | -16% | -9 | i | -2% | i | 0.9 | 7
38. CCCCCc1ccc2cc(C#N)ccc2n1
→ 3% | -7% | ? | i | · | -18% | -0.9 | 4
39. CC1Cc2ccccc2N1C(=O)CSc1nc2c(c(=O)n(C)c(=O)n2C)n1Cc1ccccc1 (centres undefined)
→ 9% | -1% | -6 | i | 2% | -3%[57.5 µM] | -0.3 | -3
40. Cc1c(-c2cccc(NC(=O)c3cccs3)c2)nc2ncccn12
→ 20% | 3% | 0 | i | -7% | -2% | -1.6 | -7
41. COc1ccc([N+](=O)[O-])cc1/C=N/Nc1nn[nH]n1
→ 6% | 21% | ? | i | 1% | ? | -0.3 | -2
42. COC(=O)c1ccc(N/C(=N/S(=O)(=O)c2ccccc2)c2ccccc2)cc1
→ 3% | -2% | 5 | i | 1% | -16% | -1.8 | 5
43. CC1CCCC2(C1)NC(=S)N(c1ccccc1)N2 (centres undefined)
→ -8% | 5% | 0 | i | 0% | -12% | -1.4 | 1
44. CSCCC(=O)NC1CC(C)(C)Cc2c1cnn2-c1ccccc1C (centres undefined)
→ -5% | 5% | 4 | i | -18% | -33%[inhibitor] | -0.5 | 0
45. O=C(CCn1[nH]c(=O)c2ccccc2c1=O)NCCO
→ 9% | 0% | -14 | i | · | i | -1.5 | 2
46. COc1ccc(C(=O)c2cnc(C(C)C)n2C)cc1
→ 3% | -3% | 11 | i | -2% | i | 0.6 | 1
47. COc1ccc(OC)c(/C=C2\Oc3cc(OCC(=O)N4CCC(C(=O)O)CC4)ccc3C2=O)c1
→ 1% | -23% | 11 | i | -9% | i | 1.1 | -4
48. COc1ccc(CCNC(=O)C2CCCN2C(=O)Nc2ccc(C)cc2)cc1OC (centres undefined)
→ 9% | 4% | 8 | i | -14% | -20% | 0.0 | 5
49. O=C(Nc1ccccc1)C(Cl)C(=O)c1ccccc1 (centres undefined)
→ 1% | 14% | -17 | i | -6% | -26% | -3.9 | -18
50. Clc1cc(Cl)c(Cl)cc1Cl
→ 23% | 9% | -3 | i | -1% | -20% | -0.7 | 24
51. O=S(=O)(c1ccccc1Cl)N1CCC(O)(c2ccc3c(c2)OCO3)CC1
→ 12% | -3% | 10 | i | 0% | -1%[57.5 µM] | 0.3 | -3
52. CC(=O)c1ccc(-n2nncc2C)cc1
→ 6% | 1% | -6 | i | 3% | ? | -1.6 | 6
53. O=C(CSc1nnc(-c2ccco2)o1)c1ccccc1
→ 1% | -5% | 10 | i | ? | -45%[inhibitor] | -0.3 | 2

Bioassay records: PubChem BioAssay, National Center for Advancing Translational Sciences (NCATS)

The list is partial (hit frequency here may not be typical).
